Screens as filed in PubChem BioAssay.
Arrestin-AP2 inh – inhibitors of human beta-arrestin and AP2 interaction; FITC-arrestin peptide / GST-AP2 beads, flow cytometry; AP2 beta2 appendage carries R879A mutation; inhibition, % at 10 µM; 340,000 tested, 0.31% active; AID 504490;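 active means inhibition above a set limit, near 3 SD of compounds lacking own fluorescence, cut at about 54% in these data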;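 further: plate controls were DMSO wells for no effect and 5 µM unlabelled arrestin peptide for full effect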
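test system = AP2 appendage R879A on GSH beads | buffer or medium = PBS plus Tween 20 (0.05%) and BSA (0.1%) | incubation = 12 min plus 1 h, RT | detection = bead flow cytometry, FITC channel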
NSD2 inh – inhibitors of human histone methyltransferase NSD2 | O96028 | NSD2 peptide methylation, AlphaScreen, 120 min | 310,000 tested, 0.54% active | inhibition, % at 12.5 µM; in the data active means inhibition above about 50%
DSG3 Ab inh – human desmoglein-3 autoantibody binding inhibition; AID 588358; P32926; 310,000 tested, 0.48% active; binding (percent of control), % at 10 µM; DSG3-coupled beads, scFv-anti-DSG3-GFP binding, flow cytometry; hits give low values;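 active means binding more than 3 SD below its plate's average and above zero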;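 further: hits lower antibody fragment binding to DSG3; some compounds called inactive have numbers as strong as hits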
Mot1-301 SUMO – inhibitors of SUMOylation pathway: yeast Mot1-301 growth rescue; AID 2716; S. cerevisiae Mot1-301 growth rescue, ATP luminescence, 38.5C; percent above DMSO median, 100 means doubled; 320,000 tested, 1% active; growth rescue, % at 18.8 µM;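 active means every valid replicate shows activation above 250% relative to neutral control wells; inactive means the rest, any valid replicate at or below 250%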;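 further: OY570 slx delta 5 strain wells were the positive control but not used for scaling; some compounds called inactive have numbers as strong as hits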
MITF TRPM1 HTS – increases MITF-driven TRPM1 promoter luciferase signal; AID 588334; 300,000 tested, 0.75% active; activation, % at 12.5 µM; SK-MEL-5 TRPM1-promoter luciferase, 24 h; % of positive control, neutral wells = 0;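 active means mean activation of at least 80% with every replicate also reaching 80%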;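 further: 0% = neutral control wells and 100% = parthenolide positive control wells; values of inactives mirror those of a sister screen read the other way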
SR-BI DiI-HDL act – activators of SR-BI mediated HDL lipid uptake; CHO ldlA[mSR-BI] cells, DiI-HDL uptake fluorescence, 3 h; 100 = double the neutral-control signal; activation, % at 12.5 µM; 320,000 tested, 0.096% active;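 active means mean replicate activation of at least 60% and every replicate at or above 60%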;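 further: 0% = median plate neutral-control signal and 100% = twice that signal; values of inactives mirror those of a sister screen read the other way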
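material = CHO ldlA[mSR-BI] cells | medium = Ham's F12 with 0.5% BSA, HEPES 25 mM, pH 7.4 | reagent = fluorescent DiI-HDL, 10 µg/mL final | compound dosing = single-point compound dose | incubation = 3 h, 37 °C | measured by = bottom-read fluorescence, 550/595 nm | measure = HDL uptake via cellular fluorescence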
PKA-R1A activ – activators of PKA-R1A complex. PKA-R1A dissociation, Cy5-IP20 fluorescence polarization; scaled: DMSO 0%, 113 µM cGMP 100%. P00514+P68181. 340,000 tested, 0.083% active. activation, % at 11.4 µM;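 active means percent activation above the mean of all tested compounds plus 3 SD, cut at about 19% in these data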;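 further: higher means more PKAc released from R1A so a rise in polarization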
dFosB act – activators of mouse delta FosB homodimer | activation, % at 25 µM | P13346 | purified delta FosB, TAMRA-CDK5 oligo fluorescence polarization; percent of positive-control signal above neutral wells | AID 493131 | 340,000 tested, 0.99% active;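 active means mean activation above about 17%, with every replicate also reaching it, limit read from the data, passing the limit was not always enough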;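 further: fluorescence polarization rise as delta FosB binds a TAMRA Cdk5 AP-1 oligo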
SR-BI DiI inh – blocks mouse SR-BI lipid uptake from DiI-HDL. ldlA[mSR-BI] CHO cells, DiI-HDL uptake fluorescence, 3 h. inhibition, % at 12.5 µM. 320,000 tested, 0.96% active. AID 488896;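 active means mean replicate inhibition of at least 70% and a set share of replicates each scoring 70 or more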;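 further: 0% = median of neutral control wells and 100% = median of positive control wells; values of inactives mirror those of a sister screen read the other way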
Target sequence (Q61009 whole entry, looked up): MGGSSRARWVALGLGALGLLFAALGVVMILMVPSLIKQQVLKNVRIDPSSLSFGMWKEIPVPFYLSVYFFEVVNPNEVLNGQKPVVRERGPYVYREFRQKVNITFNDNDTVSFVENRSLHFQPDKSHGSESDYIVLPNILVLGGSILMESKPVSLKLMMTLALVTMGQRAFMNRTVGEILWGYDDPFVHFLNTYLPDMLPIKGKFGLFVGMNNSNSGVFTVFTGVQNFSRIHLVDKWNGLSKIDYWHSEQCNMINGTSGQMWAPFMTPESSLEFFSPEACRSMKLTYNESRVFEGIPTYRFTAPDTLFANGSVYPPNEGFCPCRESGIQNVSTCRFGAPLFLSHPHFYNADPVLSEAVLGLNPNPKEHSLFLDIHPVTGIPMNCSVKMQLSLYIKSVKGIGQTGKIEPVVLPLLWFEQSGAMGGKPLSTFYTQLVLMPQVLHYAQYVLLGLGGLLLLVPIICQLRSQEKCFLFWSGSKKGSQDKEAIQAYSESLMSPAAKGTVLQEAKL
CDK5 inh – blocks human CDK5/p35 kinase activity. Q00535+Q15078. Recombinant CDK5/p35, ADP-Glo luminescence, 60 min. inhibition, % at 10 µM. 330,000 tested, 0.01% active. AID 488839;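 active means highest replicate inhibition of at least 50% and at least 75% of replicates reaching 50%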;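 further: plate controls were DMSO neutral control for no effect and GW8510 at 10 µM for full effect; many of its hits are not listed in these tables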
PKA-R2B act – activators of human PKA-R2B complex; P22694+P31323; PKA-R2B holoenzyme dissociation, Cy5-IP20 fluorescence polarization; R2B truncated from residue 108, S112A mutant; 0% DMSO only, 100% 113 µM cGMP; activation, % at 11.4 µM; 340,000 tested, 0.079% active;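 active means activation above a cutoff set at the mean over all compounds plus 3 SD, cut at about 18% in these data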;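 further: higher means more holoenzyme dissociation and a rise in polarization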
Target sequence (P31323 whole entry, looked up, other chains not shown, the tested form may be a part): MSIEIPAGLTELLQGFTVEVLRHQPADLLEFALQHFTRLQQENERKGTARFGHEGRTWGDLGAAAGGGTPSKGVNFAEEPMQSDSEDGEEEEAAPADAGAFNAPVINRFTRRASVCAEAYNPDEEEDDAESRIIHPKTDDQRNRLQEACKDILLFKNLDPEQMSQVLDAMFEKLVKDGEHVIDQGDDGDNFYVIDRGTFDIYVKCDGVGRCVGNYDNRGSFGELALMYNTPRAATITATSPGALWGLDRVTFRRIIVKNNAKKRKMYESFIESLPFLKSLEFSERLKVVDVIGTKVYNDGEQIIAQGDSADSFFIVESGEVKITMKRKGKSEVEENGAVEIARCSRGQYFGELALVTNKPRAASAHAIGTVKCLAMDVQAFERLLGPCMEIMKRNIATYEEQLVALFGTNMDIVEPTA
The depositor's hits bear a star; i = inactive; / = no result given. Not a hit list (roughly 4.7% active in at least one column).

Arrestin-AP2 inh	NSD2 inh	DSG3 Ab inh	Mot1-301 SUMO	MITF TRPM1 HTS	SR-BI DiI-HDL act	PKA-R1A activ	dFosB act	SR-BI DiI inh	CDK5 inh	PKA-R2B act	mol
13	1	90	-7	-10	5	8	-4	-5	1.6	-2	CC(=O)C1=C(O)C(=O)N(Cc2ccccc2)C1c1ccccc1F (stereo not drawn)
-9	-5	96	-4	-3	6	6	-5	-6	-0.9	-8	COc1ccc(C(=O)C2CCCN(C(=O)CCc3scnc3C)C2)c(C)c1 (stereo not drawn)
9	0	88	-9	-1	-13	5	2	13	1.5	-10	Cn1c(=O)cc(OCCCC(=O)NCc2cccnc2)c2ccccc21
12	-3	93	-15	8	-26	-4	-13	26	0.4	-15	CC(=O)c1ccc(NC(=O)N2CCN(c3cccc(Cl)c3)CC2)cc1
-3	/	100	-5	2	-4	0	-5	4	-0.2	-3	CC[C@H]1OC(=O)[C@H](C)[C@@H](O[C@H]2C[C@@](C)(OC)[C@@H](O)[C@H](C)O2)[C@H](C)[C@@H](O[C@@H]2O[C@H](C)C[C@H](N(C)C)[C@H]2O)[C@](C)(O)C[C@@H](C)C(=O)[C@H](C)[C@@H](O)[C@]1(C)O
13	-5	101	-8	-1	18	-12	-6	-18	-0.8	-13	Nc1cc(S(=O)(=O)N2CCCCC2)ccc1Oc1ccccc1
-3	1	104	124	-9	10	-9	-11	-10	0.2	-9	CC(=O)c1ccc(C(=O)N2CCCC(C(=O)c3ccc(Cl)cc3)C2)s1 (stereo not drawn)
5	0	93	9	-6	/	0	-6	/	0.4	4	Cc1ccc2c(c1)N(C(C)C(=O)NCc1ccc3c(c1)OCO3)C(=O)CO2 (stereo not drawn)
0	-1	/	i	/	1	-16	-4	-1	-2.8	-5	Cc1ccccc1Cn1cc(NC(=O)COc2ccccc2)cn1
10	/	103	-19	/	5	-5	-3	-5	-0.4	-8	COC(=O)c1cccc(-n2[nH]nnc2=S)c1
5	2	125	-3	-2	-31	3	24*	31	0.9	-2	N#C/C(=C\c1cn(Cc2ccccc2F)c2ccccc12)C(=O)NCc1ccco1
40	1	101	1	2	-8	10	-2	8	1.2	-15	CC(=O)c1cc(C#N)c(N(C)Cc2ccccc2)nc1C
3	/	/	-7	-6	-3	-4	-2	3	0.7	2	O=C(Cn1ncn2nc(-c3ccccc3)cc2c1=O)NCc1ccccn1
-4	/	112	6	/	-8	-2	-12	8	-1.1	3	COc1ccccc1CCNC(=O)C(=O)NCC1OCCN1S(=O)(=O)c1cc(F)ccc1F (stereo not drawn)
3	-1	104	-20	5	16	1	-9	-16	-1.2	-5	COc1cc(C(=O)NNC(=O)CCOc2ccccc2)cc(OC)c1OC
47	17	100	26	-7	-25	8	-2	25	-0.5	4	Cc1ccc(C(c2nnnn2C2CCCC2)N2CCN(c3nc4ccccc4s3)CC2)cc1 (stereo not drawn)
0	15	96	0	-4	5	-6	-7	-5	-1.5	-1	Cc1sc2ncnc(SCC(=O)NC3CCCC3)c2c1C
-6	/	104	-4	44	-9	-4	-6	9	-0.6	-14	CCC(CC)Nc1ccc(C(CC(N)=O)NC(=O)Cc2ccc(Br)cc2)cc1[N+](=O)[O-] (stereo not drawn)
11	0	104	-6	7	16	5	2	-16	0.1	-1	O=S(=O)(c1cccc(C(F)(F)F)c1)N1CCC(O)(c2cccnc2)CC1
-3	-1	/	-3	13	13	-13	5	-13	/	0	Cc1cc(NC(=O)CN2CCCCC2C)no1 (stereo not drawn)
15	1	97	-1	-5	6	1	4	-6	0.1	1	CC(=O)N(CN1C(=O)c2ccccc2C1=O)c1cccc(C)c1
35	-2	99	2	1	13	2	1	-13	1.4	-11	Cn1c(SCC(=O)NC2CCCCC2)nnc1-c1ccccn1
8	-2	97	2	/	-24	2	-6	24	-3.3	4	COc1cccc(N(C(=O)Cn2nnc(-c3cccs3)n2)C(C(=O)NC2CCCCC2)c2ccncc2)c1 (stereo not drawn)
9	-5	116	-6	5	-1	-9	-6	1	-2.1	-3	O=C(O)CCCC(=O)Nc1ccc(-n2ccc(C(F)(F)F)n2)cc1
32	-2	97	-10	6	30	-9	-5	-30	-0.3	-1	CCC(C)NC(=O)CCC(=O)NNc1nc2ccccc2c2nc(C)nn12 (stereo not drawn)

Another view of two compounds above.
CC(=O)c1ccc(C(=O)N2CCCC(C(=O)c3ccc(Cl)cc3)C2)s1 (stereo not drawn)
  Arrestin-AP2 inh = -3; NSD2 inh = 1; DSG3 Ab inh = 104; Mot1-301 SUMO = 124; MITF TRPM1 HTS = -9; SR-BI DiI-HDL act = 10; PKA-R1A activ = -9; dFosB act = -11; SR-BI DiI inh = -10; CDK5 inh = 0.2; PKA-R2B act = -9
Cc1sc2ncnc(SCC(=O)NC3CCCC3)c2c1C
  Arrestin-AP2 inh = 0; NSD2 inh = 15; DSG3 Ab inh = 96; Mot1-301 SUMO = 0; MITF TRPM1 HTS = -4; SR-BI DiI-HDL act = 5; PKA-R1A activ = -6; dFosB act = -7; SR-BI DiI inh = -5; CDK5 inh = -1.5; PKA-R2B act = -1

(list continues)
Arrestin-AP2 inh	NSD2 inh	DSG3 Ab inh	Mot1-301 SUMO	MITF TRPM1 HTS	SR-BI DiI-HDL act	PKA-R1A activ	dFosB act	SR-BI DiI inh	CDK5 inh	PKA-R2B act	mol
-3	-3	99	-1	38	26	-6	1	-26	0.7	-6	Clc1ccc(-c2nnc(C3CCCCC3)o2)cc1
13	4	104	10	/	-2	2	-4	2	-7.5	-4	CCCCc1c(C)nc2cc(-c3ccco3)[nH]n2c1=O
3	5	94	4	9	20	-3	-5	-20	-0.3	4	O=C(O)c1cc([N+](=O)[O-])ccc1N1CCC(Cc2ccccc2)CC1
0	-1	98	21	67	16	1	0	-16	-0.9	-4	CCCOc1ccc(CNC(=O)Cc2cccs2)cc1
21	2	102	/	-11	18	2	7	-18	-1.5	3	Cc1cc(Nc2ccccc2C(=O)O)nc2nc3ccccc3c(=O)n12
-14	-1	/	4	0	-3	2	3	3	-0.2	-18	COc1ccc(S(=O)(=O)N2CCN(CC(=O)c3[nH]c(C)c(C(C)=O)c3C)CC2)cc1OC
-7	2	/	118	-2	14	-1	3	-14	0.3	15	CN(c1ccccc1C(N)=O)S(=O)(=O)c1ccccc1
-13	-15	106	0	42	/	-5	0	-2	-2.0	1	C/C(=N/Oc1nc(C)cc(C)n1)c1ccc(F)cc1
-4	-4	105	401	-19	-2	1	3	2	-0.4	2	Cc1ccc(-n2nc(C)c3c(C)c(CCC(=O)O)c(C)nc32)cc1
28	-1	109	-9	22	14	-6	6	-14	-1.4	-11	N#Cc1c(N2CCOCC2)nsc1-c1ccccc1
3	-3	/	/	10	-5	-7	-9	5	-0.9	-2	C=C1CSc2nc(=O)c3c(C)c(C)sc3n21
-11	1	103	-3	-5	4	-10	-3	-4	1.3	4	CCOc1ccc(Cc2n[nH]c(=S)n2Cc2ccccc2)cc1
0	0	101	-12	-11	-14	1	-2	14	0.2	1	Cc1c(N2C(=O)CSC23C(=O)Nc2ccccc23)c(=O)n(-c2ccccc2)n1C (stereo not drawn)
2	-2	113	-11	10	-4	8	5	4	-0.4	-1	Cc1cc([N+](=O)[O-])nn1CC(=O)N(C)Cc1ccccc1
-1	8	112	587*	/	50	6	2	-50	0.1	-9	C/C(=C\C(=O)N1CCc2ccccc21)C(=O)O
-10	0	111	-28	24	7	7	-9	-7	0.2	10	Cc1noc(C)c1C(=O)Nc1nc2ccc(S(C)(=O)=O)cc2s1
-29	-1	77	6	8	13	-10	-13	-13	1.1	-3	Cc1ccc(NS(=O)(=O)c2cc(C(=O)OCC(=O)NCC3CCCO3)ccc2C)cc1 (stereo not drawn)
3	-3	118	-15	40	2	5	-5	-2	2.6	10	O=C(NC(=S)Nc1cccnc1)c1ccccc1
-11	-3	/	-3	/	12	0	0	-12	1.6	-4	CS(=O)(=O)Cc1ccc(C(=O)N2CCN(C(=O)c3cccs3)CC2)cc1
-6	-4	101	-10	1	12	-4	-1	-12	-2.8	-2	CC(Oc1ccc(F)cc1)C(O)CCN(C)C (stereo not drawn)
7	-1	92	/	2	16	-3	0	-16	-0.3	1	O=c1ccc(Cc2ccc(Cl)cc2)n[nH]1
-16	-3	102	-13	-3	7	-6	0	-7	0.7	3	CCN(CC(=O)Nc1ccc(NC(C)=O)cc1)C(=O)CSCc1c(C)noc1C
7	/	108	-1	13	-47	-11	-1	47	-0.4	-9	CC(Nc1nc(-c2ccc(F)cc2)cs1)c1nc2cc(Cl)c(N3CCCCC3)cc2n1CCOCCO (stereo not drawn)
27	1	103	-11	-2	-10	-11	-5	10	-0.3	-7	CCC(C)c1ccc(O)c(N)c1 (stereo not drawn)
-6	4	85	-7	8	13	-3	-15	-13	-2.0	-2	CCN1CCN(CCCNC(=O)CS(=O)(=O)Cc2nc(-c3ccccc3C)oc2C)CC1
5	1	/	191	1	13	1	-11	-13	-0.3	-3	COc1ccc(OC)c(C(c2nnnn2C(C)(C)C)N2CCc3ccccc3C2)c1 (stereo not drawn)
2	-2	/	-6	-10	9	2	-3	-9	0.7	-5	COc1ccccc1CC(=O)NNS(=O)(=O)c1ccc([N+](=O)[O-])cc1
